Screens from PubChem BioAssay.
NPR2 activator – GC-B (human) receptor activation. P20594. HEK293-GC-B cells, CNP EC30, cGMP TR-FRET; 0% at EC30 CNP, 100% saturating CNP. activation, % at 10 µM. hit rate 0.11% among 370,000. AID 1920062;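 active = activation at 10 µM reaching about 35% in either raw or pattern-adjusted values, limit read from the data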
Target sequence (P20594 whole entry, looked up): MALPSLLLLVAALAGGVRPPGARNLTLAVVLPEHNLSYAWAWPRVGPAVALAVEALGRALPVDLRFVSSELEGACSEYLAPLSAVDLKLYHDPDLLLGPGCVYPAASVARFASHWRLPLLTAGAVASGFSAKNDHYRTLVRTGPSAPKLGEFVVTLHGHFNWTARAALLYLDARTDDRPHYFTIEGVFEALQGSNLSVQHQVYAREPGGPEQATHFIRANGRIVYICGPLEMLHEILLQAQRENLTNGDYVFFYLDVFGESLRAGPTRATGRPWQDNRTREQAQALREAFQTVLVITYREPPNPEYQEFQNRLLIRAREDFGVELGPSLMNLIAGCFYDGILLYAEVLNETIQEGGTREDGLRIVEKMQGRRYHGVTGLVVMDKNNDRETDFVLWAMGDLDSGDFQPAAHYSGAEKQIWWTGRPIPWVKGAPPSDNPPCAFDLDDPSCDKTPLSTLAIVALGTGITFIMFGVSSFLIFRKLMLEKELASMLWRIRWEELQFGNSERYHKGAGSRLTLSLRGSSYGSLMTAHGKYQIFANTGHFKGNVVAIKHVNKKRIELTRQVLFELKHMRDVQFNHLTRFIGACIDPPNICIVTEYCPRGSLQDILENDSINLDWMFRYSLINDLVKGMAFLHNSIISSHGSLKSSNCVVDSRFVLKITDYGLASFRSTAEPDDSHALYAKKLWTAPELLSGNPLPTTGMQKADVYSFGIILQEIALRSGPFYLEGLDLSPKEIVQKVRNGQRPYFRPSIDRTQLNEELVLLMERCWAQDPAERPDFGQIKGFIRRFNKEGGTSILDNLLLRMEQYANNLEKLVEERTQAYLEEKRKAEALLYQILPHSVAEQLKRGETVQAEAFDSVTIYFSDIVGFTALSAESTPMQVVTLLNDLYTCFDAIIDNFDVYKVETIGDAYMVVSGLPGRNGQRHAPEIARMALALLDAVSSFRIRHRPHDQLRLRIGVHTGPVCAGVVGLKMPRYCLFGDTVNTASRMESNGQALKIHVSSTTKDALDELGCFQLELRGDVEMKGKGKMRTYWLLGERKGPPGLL
ASAP1 inh – blocks human ASAP1-stimulated Arf1 GTP hydrolysis. Q9ULH1. GDP FP detection. inhibition, % at 16.5 µM. hit rate 0.19% among 360,000. AID 624377; in the data active = inhibition above about 25%;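 also: 0% = vehicle with enzyme and substrate and 100% = no enzyme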
SMARCA2 activ – SMARCA2 function activation, primary screen; MG213 cells, MMTV-luciferase reporter, dexamethasone, overnight; activation, % at 9.1 µM; hit rate 1% among 370,000; AID 652017; in the data active = activation above about 7.8%;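 also: 0% = vehicle wells and 100% = reference activator wells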
mABHD4 FP – inhibitors of mouse ABHD4 | Q8VD66 | purified mABHD4, FP-Rh probe fluorescence polarization | inhibition, % at 8.92 µM | hit rate 0.54% among 370,000;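 active = inhibition exceeding the mean over every tested compound plus 3 SD, cut at about 30% in these data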;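 also: 0% = plate median of compound wells and 100% = S159A mutant with DMSO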
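System: mouse ABHD4 enzyme, wild type / Medium: HEPES pH 7.0, NaCl, Pluronic buffer / Reagent: FP-Rh activity-based fluorescent probe / Control set: S159A mutant high control, sample median low control / Detection: fluorescence polarization with parallel and perpendicular emission, 525/598 nm / Schedule: 45 min + 60 min at 25 °C / Compound dosing: 8.92 µM, single dose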
ARFGAP1 inh – inhibits rat ARF GTPase activating protein 1; Q62848; Arfgap1-stimulated ARF1 GTP hydrolysis, GDP FP detection; inhibition, % at 16.5 µM; hit rate 0.26% among 360,000; AID 651572;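 active = inhibition above a per-plate limit, mean inhibition of low control wells plus 3 SD, cut at about 25% in these data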;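 also: 0% = DMSO wells with enzyme and 100% = wells lacking Arfgap1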
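Material: rat Arfgap1 GAP domain (His6, aa 1-136), purified enzyme. Also added: human ARF1(Δ1-17)-GTP substrate. Compound dosing: 16.5 µM single point, 1.26% DMSO. Timing: enzyme reaction 120 min at 25 °C after 20 min preincubation. Signal: GDP detection by fluorescence polarization. Read-out basis: percent inhibition of GAP-stimulated GDP formation, scaled between DMSO and no-Arfgap1 medians.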
NR1D1 modulator – modulates human Rev-erb alpha binding to DNA. activity, % at 10 µM. hit rate 0.79% among 370,000. Rev-erbα–FITC-DNA binding, fluorescence polarization, 90 min;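 active = activity above about 14%, limit read from the data; passing the limit was not always enough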;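 also: 0% = DMSO wells with 35 nM protein and 100% = DMSO wells with 750 nM protein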
rCAG binder – r(CAG) repeat RNA binding; TO-PRO-1 dye displacement fluorescence; AID 651821; inhibition, % at 3 µM; hit rate 1.3% among 370,000;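 active = inhibition above the plate cutoff, the mean of all test compounds on that plate plus 3 SD, cut at about 35% in these data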;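 also: 0% = DMSO alone and 100% = 100 µM mitoxantrone as full dye displacement; higher means more dye released from RNA so lower well fluorescence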
PG9 binder – PG9 antibody binding by small molecule; TR-FRET gp120-PG9 antibody binding; inhibition, % at 6.7 µM; hit rate 0.43% among 360,000; in the data active = inhibition above about 8.5%
GC-A act – GC-A (human) enzyme activation; P16066; HEK293 GC-A cells, cGMP TR-FRET, EC30 ANP; 0% at EC30 ANP, 100% saturating ANP; activation, % at 10 µM; hit rate 0.14% among 370,000; in the data active = activation above about 40%
HTRA1 inh – inhibitors of human serine peptidase HTRA1; hit rate 0.5% among 340,000; recombinant HTRA1, FP-rhodamine activity-based probe, fluorescence polarization; inhibition, % at 5.96 µM; Q92743; in the data active = inhibition above about 36%;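 also: 0% = enzyme with DMSO and 100% = wells lacking enzyme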
The depositor's hits bear a star; . = no result given.

1: Cc1csc(Sc2ccc([N+](=O)[O-])cc2C(=O)OCC(=O)NC(=O)NC(C)(C)C)n1
2: Cc1ccc(CN(C(=O)c2ccc(Cl)c([N+](=O)[O-])c2)C2CCS(=O)(=O)C2)o1 (configuration not stated)
3: O=C(CC(Sc1n[nH]c(-c2ccccc2)n1)c1ccccc1)NCc1ccccc1 (configuration not stated)
4: CCN(C(=O)Cn1cnc2c(nc3n2CCCCC3)c1=O)c1cccc(Cl)c1
5: Cc1cc(C)c(NC(=O)NC(=O)c2ccc(F)cc2)c(C)n1
6: Cc1nn(C2CCS(=O)(=O)C2)c(C)c1CN(C)C(=O)c1ccc(S(=O)(=O)N(C)C)cc1 (configuration not stated)
7: OC12CC3C[C@H](C1)C(N1CCOCC1)[C@@H](C3)C2 (some centres not stated)
8: CCO[C@@H]1OC(C(=O)O)=C[C@H](C2CC2)[C@H]1CCCO

assay / entry	1	2	3	4	5	6	7	8
NPR2 activator	0	-9	0	-3	3	2	-3	1
ASAP1 inh	-6	12	-1	4	1	-3	-11	15
SMARCA2 activ	0	1	-2	-4	3	-2	1	3
mABHD4 FP	-1	6	-7	-6	7	4	1	5
ARFGAP1 inh	9	2	12	1	5	0	-13	10
NR1D1 modulator	3	-5	-6	-8	-1	2	4	3
rCAG binder	4	-2	-2	-2	-1	0	-2	7
PG9 binder	-1.5	-0.7	-0.8	1.5	1.6	1.5	-1.3	-4.6
GC-A act	6	-24	-3	-1	1	-2	4	2
HTRA1 inh	-13	1	-8	2	-1	7	4	-14

9: Cc1c(C(=O)NCc2ccc([N+](=O)[O-])cc2)sc(=O)n1Cc1ccc2c(c1)OCO2
10: CSc1ccc(S(=O)(=O)N2CCN(Cc3ccc4c(c3)OCO4)CC2)cc1
11: C=CCSc1nc(Oc2ccccc2)c2sccc2n1
12: CNc1cncc(-c2cccc(C(C)=O)c2)n1
13: c1ccc(OCc2nc(-c3cccs3)no2)cc1
14: Cc1ccc(CN2C(=O)CCC2C(=O)NCCN(CC(C)C)CC(C)C)cc1 (configuration not stated)
15: O=C(Nc1nc2c(F)cccc2s1)c1ccco1
16: O=C(NCc1cccs1)C1CCC(CNS(=O)(=O)c2ccccc2)CC1 (configuration not stated)

assay / entry	9	10	11	12	13	14	15	16
NPR2 activator	-10	-4	-8	-3	-3	6	-2	1
ASAP1 inh	13	9	-9	3	-1	-1	5	-10
SMARCA2 activ	0	-2	3	-2	11*	-1	5	-4
mABHD4 FP	-3	4	-11	-6	-5	7	-8	-7
ARFGAP1 inh	1	5	0	2	-5	7	-5	10
NR1D1 modulator	-5	4	0	1	-3	-9	-4	-4
rCAG binder	3	3	-1	2	-4	-3	2	-3
PG9 binder	-0.1	0.1	-1.3	1.1	-2.1	0.1	-0.4	-4.3
GC-A act	0	3	-2	0	1	-3	8	1
HTRA1 inh	.	-18	-17	.	-8	7	-5	5

17: COc1cc([N+](=O)[O-])ccc1NC(=O)C1CCCN(S(C)(=O)=O)C1 (configuration not stated)
18: Cc1ccc(CN(C)C(=O)c2cccc(S(=O)(=O)N3CCc4ccccc4C3)c2)o1
19: O=Cc1nc(Nc2cc(F)cc(F)c2)nc(NC2CCCC2)n1
20: Cc1ccc(C)c(NC(=O)c2ccc(N(C)S(C)(=O)=O)cc2)c1
21: COc1ccc(CN2C(C(=O)NCC(C)C)CSCCS2(=O)=O)cc1 (configuration not stated)
22: COc1cccc(CNc2nc3nc(C)c(Cl)c(C)n3n2)c1
23: Cc1ccc(S(=O)(=O)n2nccc2-c2c(-c3ccccc3)noc2C)cc1
24: Cc1ccccc1C(=O)Nc1ccc(N2CCN(C)CC2)nc1

assay / entry	17	18	19	20	21	22	23	24
NPR2 activator	1	-1	-4	7	3	1	-11	-1
ASAP1 inh	1	-6	.	-10	.	-2	-10	6
SMARCA2 activ	-4	-2	.	0	-3	2	-7	4
mABHD4 FP	9	0	-25	1	1	-1	-14	0
ARFGAP1 inh	17	-9	.	-15	.	11	-5	12
NR1D1 modulator	-5	1	3	-3	-3	-2	7	0
rCAG binder	0	2	.	-2	-2	-1	-3	-3
PG9 binder	2.6	0.7	.	2.6	.	1.5	-0.6	-2.0
GC-A act	1	-4	35	-2	-1	4	-14	3
HTRA1 inh	5	-13	.	2	.	-6	.	-5

Quoted at random: three entries already listed.
8: CCO[C@@H]1OC(C(=O)O)=C[C@H](C2CC2)[C@H]1CCCO
7: OC12CC3C[C@H](C1)C(N1CCOCC1)[C@@H](C3)C2 (some centres not stated)
20: Cc1ccc(C)c(NC(=O)c2ccc(N(C)S(C)(=O)=O)cc2)c1

assay / entry	8	7	20
NPR2 activator	1	-3	7
ASAP1 inh	15	-11	-10
SMARCA2 activ	3	1	0
mABHD4 FP	5	1	1
ARFGAP1 inh	10	-13	-15
NR1D1 modulator	3	4	-3
rCAG binder	7	-2	-2
PG9 binder	-4.6	-1.3	2.6
GC-A act	2	4	-2
HTRA1 inh	-14	4	2

The list continues.
25: O=C(Nc1ccccn1)C(NS(=O)(=O)c1cccc2nsnc12)c1ccccc1 (configuration not stated)
26: CCOc1ccccc1NC(=O)C(Sc1nnc2ccccn12)c1ccccc1 (configuration not stated)
27: C=CCNc1oc(C2CCCC2)nc1C#N
28: COc1ccc(N2Nc3n[nH]c(N)c3N2)cc1
29: Cc1ccc2nc(CSc3nc(C)cc(C)c3C#N)[nH]c2c1
30: CCC1(c2ccccc2)NC(=O)N(CC(=O)Nc2ccc(S(=O)(=O)N3CC(C)CC(C)C3)cc2)C1=O (configuration not stated)
31: CCCN(CC(=O)Nc1ccc(F)c(F)c1F)C(=O)c1ccc(=O)n(Cc2ccccc2)n1
32: CCCCOc1cccc(-c2nnc(N)s2)c1

assay / entry	25	26	27	28	29	30	31	32
NPR2 activator	1	-7	2	-5	-2	-2	-4	-5
ASAP1 inh	10	10	6	1	0	-2	-1	0
SMARCA2 activ	-1	-4	2	3	2	0	-2	1
mABHD4 FP	-1	11	0	5	44*	-48	-1	-5
ARFGAP1 inh	-7	-2	-1	3	8	-5	4	6
NR1D1 modulator	-6	-2	-1	4	-4	-2	-2	2
rCAG binder	5	-3	3	2	20	6	-2	1
PG9 binder	-0.6	1.0	-2.1	-8.9	0.7	-2.0	0.5	-1.4
GC-A act	-1	-9	2	-2	1	-2	-3	5
HTRA1 inh	5	-2	1	5	-4	-56	-4	-4

33: CC(C)N(C1=N/C(=C\c2ccco2)C(=O)N1c1ccccc1)C(C)C
34: COc1cc(C(C2C(=O)CC(C)(C)CC2=O)C2C(=O)CC(C)(C)CC2=O)cc(OC)c1OC
35: COc1c(N2CCN(C(=S)Nc3ccccc3F)C(C)C2)c(F)cc2c(=O)c(C(=O)O)cn(C3CC3)c12 (configuration not stated)
36: CCOC(=O)C1(Cc2cccc(OC)c2)CCN(Cc2cccc(OC)c2OC)CC1
37: CC(C)(C)c1ccc(-c2n[nH]c(=S)n2/N=C/c2ccncc2)cc1
38: C[C@@H]1CN([C@@H](C)CO)C(=O)CCCn2cc(nn2)CO[C@H]1CN(C)S(=O)(=O)c1cccs1
39: O=C(NCC1CCCO1)c1onc(CSc2cccc3ccccc23)c1C(=O)O (configuration not stated)
40: COc1cc(/C=N/NC(=O)CCC(=O)Nc2ccc(C)cc2)ccc1O

assay / entry	33	34	35	36	37	38	39	40
NPR2 activator	-8	2	-1	-3	-7	-2	1	-5
ASAP1 inh	9	-13	-2	5	-15	0	8	-4
SMARCA2 activ	0	-2	-2	-3	5	0	0	-2
mABHD4 FP	11	1	7	2	-1	0	-12	-2
ARFGAP1 inh	-3	-11	-6	8	-1	-5	-1	12
NR1D1 modulator	-1	-3	-5	-6	-2	9	-3	4
rCAG binder	13	-4	-1	-10	4	1	42*	2
PG9 binder	2.6	1.1	-0.9	1.2	0.8	-0.5	-3.4	-4.6
GC-A act	-2	4	1	-7	-2	3	1	-3
HTRA1 inh	8	0	10	-3	7	5	-13	-2

41: Cc1c(C(=O)N2CCOCC2)sc(NC(=O)Cc2ccccc2)c1C#N
42: O=[N+]([O-])c1cc(F)cc(F)c1Nc1ccc(F)cc1
43: CCOC(=O)c1cnc(-n2nc(C)cc2C)nc1N(CC)CC
44: CC(C)NC(=O)NC(=O)COC(=O)c1c2c(nc3ccccc13)CCC2
45: OCc1cc(-c2ccccn2)no1
46: O=C(NCCS(=O)(=O)N1CCN(c2ccccc2F)CC1)c1ccc(Br)cc1
47: CCOC(=O)C(CC1=CS(=O)(=O)c2ccc(Cl)cc21)(NC(C)=O)C(=O)OCC
48: C=CCN(CC=C)CC(=O)Nn1c(C)ccc1C

assay / entry	41	42	43	44	45	46	47	48
NPR2 activator	30	-4	2	0	4	0	2	7
ASAP1 inh	-7	8	7	0	4	15	-18	-13
SMARCA2 activ	-3	-4	-2	-5	0	0	0	-2
mABHD4 FP	2	5	-1	14	5	5	2	3
ARFGAP1 inh	3	-1	4	0	-4	-10	-8	-9
NR1D1 modulator	-2	3	-1	-2	-3	-1	-5	2
rCAG binder	-2	0	-5	17	1	2	0	6
PG9 binder	-0.4	-1.1	-1.3	0.9	-1.0	-2.0	-1.5	-0.6
GC-A act	25	-1	-5	0	3	-9	-3	2
HTRA1 inh	2	5	-1	5	6	1	3	-6

49: NC(=O)c1csc(-c2ccc(CO)o2)n1
50: Cn1c(SCC(=O)C(C)(C)C)nnc1-c1ccc(F)cc1
51: O=C(CN1C(=O)c2ccc([N+](=O)[O-])cc2C1=O)NCc1ccco1
52: CC(C)S(=O)(=O)N1CCCC(c2cc(C(=O)NCc3cccnc3)no2)C1 (configuration not stated)

assay / entry	49	50	51	52
NPR2 activator	0	-1	2	-1
ASAP1 inh	-15	-2	8	-4
SMARCA2 activ	-3	1	-1	3
mABHD4 FP	8	-1	-1	-2
ARFGAP1 inh	-8	5	-1	4
NR1D1 modulator	-5	1	1	7
rCAG binder	-1	-4	1	3
PG9 binder	-2.0	-1.5	1.1	0.2
GC-A act	1	0	4	-2
HTRA1 inh	.	2	14	.

In a second layout: results already given
49) NC(=O)c1csc(-c2ccc(CO)o2)n1
  NPR2 activator: 0
  ASAP1 inh: -15
  SMARCA2 activ: -3
  mABHD4 FP: 8
  ARFGAP1 inh: -8
  NR1D1 modulator: -5
  rCAG binder: -1
  PG9 binder: -2.0
  GC-A act: 1
  HTRA1 inh: .

50) Cn1c(SCC(=O)C(C)(C)C)nnc1-c1ccc(F)cc1
  NPR2 activator: -1
  ASAP1 inh: -2
  SMARCA2 activ: 1
  mABHD4 FP: -1
  ARFGAP1 inh: 5
  NR1D1 modulator: 1
  rCAG binder: -4
  PG9 binder: -1.5
  GC-A act: 0
  HTRA1 inh: 2

51) O=C(CN1C(=O)c2ccc([N+](=O)[O-])cc2C1=O)NCc1ccco1
  NPR2 activator: 2
  ASAP1 inh: 8
  SMARCA2 activ: -1
  mABHD4 FP: -1
  ARFGAP1 inh: -1
  NR1D1 modulator: 1
  rCAG binder: 1
  PG9 binder: 1.1
  GC-A act: 4
  HTRA1 inh: 14

52) CC(C)S(=O)(=O)N1CCCC(c2cc(C(=O)NCc3cccnc3)no2)C1 (configuration not stated)
  NPR2 activator: -1
  ASAP1 inh: -4
  SMARCA2 activ: 3
  mABHD4 FP: -2
  ARFGAP1 inh: 4
  NR1D1 modulator: 7
  rCAG binder: 3
  PG9 binder: 0.2
  GC-A act: -2
  HTRA1 inh: .

The order is random; about 4.4% have a hit in one of these screens.
